Source: PubChem
CSN inh: CSN deneddylation inhibition; Q92905; Purified CSN, SCF-Nedd8-OG deneddylation, fluorescence polarization; inhibition, % at 12.5 µM; actives 0.38% (n = 360,000);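 active means pattern-corrected inhibition above about 35%, with an unprinted fluorescence ratio check between 0.5 and 1.5, limit read from the data, passing the limit was not always enough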;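 further: 0% = enzyme with substrate and 100% = substrate without enzyme; some results filed as inactive read as strong as hits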
Target sequence (Q92905 whole entry, looked up, one chain of several): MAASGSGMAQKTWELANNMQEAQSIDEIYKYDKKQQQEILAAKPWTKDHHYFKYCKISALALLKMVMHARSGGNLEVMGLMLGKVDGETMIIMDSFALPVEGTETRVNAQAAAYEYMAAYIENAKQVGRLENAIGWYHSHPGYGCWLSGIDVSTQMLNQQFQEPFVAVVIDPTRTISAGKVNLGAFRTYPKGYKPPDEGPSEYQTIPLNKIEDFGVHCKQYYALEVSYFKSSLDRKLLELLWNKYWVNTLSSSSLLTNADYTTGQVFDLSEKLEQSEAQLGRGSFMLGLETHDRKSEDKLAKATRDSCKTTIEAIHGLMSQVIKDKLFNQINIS
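Material: human Csn5 produced in HEK293T cells; Input: enzyme 0.24 nM; Reagent: SCFSkp2-Nedd8OG substrate at 10 nM final; Dosing: 12.5 µM compound; Incubation: 90 min reaction at room temperature; Detection: fluorescence polarization of the substrate; Evaluation: % inhibition of substrate cleavage by Csn5; Control set: substrate-only high control, full reaction low control.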
NadD block: inhibitors of Staphylococcus aureus NadD; purified NadD enzyme, colorimetric absorbance read-out; inhibition, % at 20 µM; actives 0.78% (n = 360,000); in the data active means inhibition above about 26%; further: some compounds past the cut are filed as inactive
Rin1-Abl PPI inh: human Rin1-Abl interaction inhibition | P00519+Q13671 | TR-FRET Rin1/Abl binding, biochemical | inhibition, % at 7.35 µM | actives 0.4% (n = 360,000) | AID 588664; in the data active means inhibition above about 5%, passing the limit was not always enough
Neddylation inh: blocks human cullin neddylation. calls only at 25 µM. actives 0.58% (n = 360,000). TR-FRET cullin neddylation, biochemical. AID 651699. P61081+Q13564; in the data active means inhibition above about 36%
Target sequence (P61081 whole entry, looked up): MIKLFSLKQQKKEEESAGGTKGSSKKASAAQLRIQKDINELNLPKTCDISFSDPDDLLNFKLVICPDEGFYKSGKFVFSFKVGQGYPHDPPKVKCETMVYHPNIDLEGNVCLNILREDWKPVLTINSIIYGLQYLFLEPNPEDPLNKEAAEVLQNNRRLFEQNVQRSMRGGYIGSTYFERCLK
Target sequence (Q13564 whole entry, looked up): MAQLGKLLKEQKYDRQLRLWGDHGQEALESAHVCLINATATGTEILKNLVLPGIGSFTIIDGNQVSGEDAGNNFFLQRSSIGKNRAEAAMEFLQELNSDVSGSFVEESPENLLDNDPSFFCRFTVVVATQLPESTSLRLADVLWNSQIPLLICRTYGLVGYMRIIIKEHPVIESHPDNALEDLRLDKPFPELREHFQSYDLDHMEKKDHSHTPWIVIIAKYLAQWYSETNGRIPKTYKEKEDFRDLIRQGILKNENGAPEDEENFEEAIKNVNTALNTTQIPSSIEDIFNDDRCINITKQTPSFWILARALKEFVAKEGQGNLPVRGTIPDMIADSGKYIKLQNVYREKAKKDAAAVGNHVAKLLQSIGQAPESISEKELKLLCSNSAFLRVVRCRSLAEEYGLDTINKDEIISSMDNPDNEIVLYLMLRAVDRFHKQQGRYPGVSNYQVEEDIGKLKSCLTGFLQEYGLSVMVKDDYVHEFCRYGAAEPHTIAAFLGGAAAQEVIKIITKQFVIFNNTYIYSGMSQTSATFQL
PABP1 MLLE inh: blocks PAM2 peptide binding to the PABP1 MLLE domain. P11940. GST-MLLE / FITC-PAM2 fluorescence polarization. inhibition, % at 20 µM. actives 0.36% (n = 360,000); in the data active means inhibition above about 35%, passing the limit was not always enough;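 further: plate controls were DMSO wells with GST-MLLE for no effect and wells lacking GST-MLLE protein for full effect; some results filed as inactive read as strong as hits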
FAS TE block: FAS thioesterase (human) inhibition | actives 0.67% (n = 360,000) | inhibition, % at 15 µM | AID 602261 | P49327 | recombinant FAS-TE, OMFH fluorogenic substrate, fluorescence endpoint;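 active means compounds whose normalised, plate-corrected inhibition of enzyme fluorescence in the single-dose primary screen is 50% or more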;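 further: 0% = DMSO with enzyme and 100% = substrate without enzyme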
MT1-MMP act inh: MT1-MMP (human) activation inhibition | P50281 | HT1080 RFP-PRO-GFP cells, GFP/RFP ratio fluorescence, overnight; percent of plate control window, DMSO zero | GFP/RFP ratio change, % at 20 µM | actives 0.061% (n = 360,000) | AID 651647;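 active means GFP/RFP ratio change of at least 30% with cell ATP level not reduced by more than half and red fluorescence within 50% of control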; further: strong numbers were not always called active
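Material: RFP-PRO-GFP reporter HT1080 cells. Dosing: single-point 20 µM compound, 1% DMSO. Controls: DMSO and RFP-L50D-GFP cell wells. Timing: cells overnight before dosing, compound overnight, 37 °C, 5% CO2. Measure: GFP/RFP fluorescence ratio.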
Rpn11 inh: Rpn11 (human) deubiquitinase inhibition; O00487; human 26S proteasome, Ub4-pepOG fluorescence polarization; 20S core pre-blocked with epoxomicin; calls only at 20 µM; actives 0.59% (n = 360,000);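 active means inhibition at 20 µM, scaled to each plate's controls, above about 33%, limit read from the data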
SKN-1 block: C. elegans SKN-1 inhibition | C. elegans VP596 Pgst-4::GFP/RFP ratio, acrylamide-induced, 24 h | inhibition, % at 21.8 µM | actives 0.49% (n = 360,000);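 active means interference check ratio from 0.5 to 1.5 plus GFP to RFP signal ratio inhibition reaching or exceeding a fixed threshold, cut at about 30% in these data, passing the limit was not always enough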; further: some compounds called inactive have numbers as strong as hits
Active calls of the source: *.

How did CCN(CC)C1=CC2=CC(=C(C#N)C#N)CCC2CC1 (stereo not given) do in these assays?
CSN inh: -75; NadD block: 10; Rin1-Abl PPI inh: -29; Neddylation inh: inactive; PABP1 MLLE inh: inactive; FAS TE block: -183; MT1-MMP act inh: -20; SKN-1 block: -59

What do the screens show for `O=C(NC(C(=O)c1ccccc1)N1CCOCC1)c1cccs1` (stereo not given)?
CSN inh: 0; NadD block: -1; Rin1-Abl PPI inh: -1; Neddylation inh: inactive; PABP1 MLLE inh: 4; FAS TE block: -7; MT1-MMP act inh: 3; Rpn11 inh: inactive; SKN-1 block: 4

How did COc1ccc(-c2nnc(SCC(=O)NCc3ccco3)n2C)cc1 do in these assays?
CSN inh: 0; NadD block: -2; Rin1-Abl PPI inh: 0; Neddylation inh: inactive; PABP1 MLLE inh: -3; FAS TE block: -7; MT1-MMP act inh: 2; Rpn11 inh: inactive; SKN-1 block: -4

Results for CC1CCCN(c2nc3nonc3nc2N2CCCC(C)C2)C1 (stereo not given) ?
CSN inh: 1; NadD block: 3; Rin1-Abl PPI inh: -1; Neddylation inh: inactive; PABP1 MLLE inh: -10; FAS TE block: 11; MT1-MMP act inh: 0; Rpn11 inh: inactive; SKN-1 block: 3

What do the screens show for `CCOC(=O)c1sc(NC(=O)Nc2ccccc2F)nc1C`?
CSN inh: 6; NadD block: 4; Rin1-Abl PPI inh: -1; Neddylation inh: inactive; PABP1 MLLE inh: -8; FAS TE block: -3; MT1-MMP act inh: 1; Rpn11 inh: inactive; SKN-1 block: 2

How did CC1CCN(CC(=O)Nc2ccc(S(=O)(=O)N3C(C)CCCC3C)cc2)CC1 (stereo not given) do in these assays?
CSN inh: 2; NadD block: -8; Rin1-Abl PPI inh: 1; Neddylation inh: inactive; PABP1 MLLE inh: -7; FAS TE block: 13; MT1-MMP act inh: -1; Rpn11 inh: inactive; SKN-1 block: 7

How did COC(=O)c1ccc(COc2ncnc3c(Cl)cc(Cl)cc23)o1 do in these assays?
CSN inh: 1; NadD block: -3; Rin1-Abl PPI inh: 3; Neddylation inh: inactive; PABP1 MLLE inh: -3; FAS TE block: 11; MT1-MMP act inh: -1; Rpn11 inh: inactive; SKN-1 block: -5

What do the screens show for `CC(C)CCN1C(=O)c2ccccc2C1c1nnnn1-c1ccc2c(c1)OCCO2` (stereo not given)?
CSN inh: -6; NadD block: -9; Neddylation inh: inactive; FAS TE block: -6; MT1-MMP act inh: 4; SKN-1 block: -2

Results for CC(=O)c1cccc(NC(=O)C2=CC(c3ccc4c(c3)OCO4)=NS(=O)(=O)N2C)c1 ?
CSN inh: -3; NadD block: -1; Rin1-Abl PPI inh: 1; Neddylation inh: inactive; PABP1 MLLE inh: 9; FAS TE block: 11; MT1-MMP act inh: 1; Rpn11 inh: inactive; SKN-1 block: 23

What do the screens show for `Cc1onc(-c2c(F)cccc2Cl)c1C(=O)N1CCN(c2ncccn2)CC1`?
CSN inh: 0; NadD block: -6; Rin1-Abl PPI inh: 3; Neddylation inh: inactive; PABP1 MLLE inh: 1; FAS TE block: -5; MT1-MMP act inh: -1; Rpn11 inh: inactive; SKN-1 block: 7

Results for Cc1ccccc1NC(=O)/C(C#N)=C/c1ccccc1C(F)(F)F ?
CSN inh: -18; NadD block: 14; Rin1-Abl PPI inh: 0; Neddylation inh: inactive; PABP1 MLLE inh: 6; FAS TE block: 45; MT1-MMP act inh: -3; Rpn11 inh: inactive; SKN-1 block: 12

What do the screens show for `O=C(COC(=O)c1ccc(F)cc1F)c1ccc[nH]1`?
CSN inh: 0; NadD block: -3; Rin1-Abl PPI inh: -2; Neddylation inh: inactive; PABP1 MLLE inh: -10; FAS TE block: -1; MT1-MMP act inh: 1; Rpn11 inh: inactive; SKN-1 block: -19

Results for COc1cccc(OC)c1C(=O)OCc1c(-c2ccccc2)ncc2ccccc12 ?
CSN inh: -3; NadD block: 16; Rin1-Abl PPI inh: 3; Neddylation inh: inactive; PABP1 MLLE inh: 6; FAS TE block: 19; MT1-MMP act inh: -1; Rpn11 inh: inactive; SKN-1 block: 13

How did CCOCc1nnc(NC(=O)c2cc(Cl)ccc2OC)s1 do in these assays?
CSN inh: -4; NadD block: -2; Rin1-Abl PPI inh: 2; Neddylation inh: inactive; PABP1 MLLE inh: 2; FAS TE block: -7; MT1-MMP act inh: -2; Rpn11 inh: inactive; SKN-1 block: -12

What do the screens show for `CCCc1nc(SCC(=O)Nc2ccc(S(=O)(=O)N(C)C)cc2)c2ccccc2n1`?
CSN inh: -9; NadD block: -3; Rin1-Abl PPI inh: -10; Neddylation inh: inactive; PABP1 MLLE inh: 31; FAS TE block: -16; MT1-MMP act inh: -5; Rpn11 inh: inactive; SKN-1 block: -2

Results for C=CCOc1ccc(/C=N/NC(=O)C2CCCC2)cc1OCC ?
CSN inh: -2; NadD block: -4; Rin1-Abl PPI inh: 7; Neddylation inh: inactive; PABP1 MLLE inh: 5; FAS TE block: -4; MT1-MMP act inh: -4; Rpn11 inh: inactive; SKN-1 block: 11

What do the screens show for `O=C(c1cccc(S(=O)(=O)NCc2ccccc2)c1)N1CCCC(C(F)(F)F)C1` (stereo not given)?
CSN inh: -2; NadD block: 0; Rin1-Abl PPI inh: -4; Neddylation inh: inactive; PABP1 MLLE inh: 12; FAS TE block: 8; MT1-MMP act inh: -4; Rpn11 inh: inactive; SKN-1 block: 22

What do the screens show for `Cn1cc(-c2ccno2)c(C(=O)O)n1`?
CSN inh: 2; NadD block: 8; Rin1-Abl PPI inh: -3; Neddylation inh: inactive; PABP1 MLLE inh: 1; FAS TE block: -6; MT1-MMP act inh: 1; Rpn11 inh: inactive; SKN-1 block: 6

How did Cc1cc2nccc(-c3ccc(Cl)cc3Cl)n2n1 do in these assays?
CSN inh: -1; NadD block: -1; Rin1-Abl PPI inh: 0; Neddylation inh: inactive; PABP1 MLLE inh: 3; FAS TE block: 0; MT1-MMP act inh: 2; Rpn11 inh: inactive; SKN-1 block: -8

What do the screens show for `CCCCC(=Nc1ccc(N)cc1)C1=C(O)C(C(=O)OC)C(C)(C)CC1=O` (stereo not given)?
CSN inh: 5; NadD block: -2; Rin1-Abl PPI inh: 3; Neddylation inh: inactive; PABP1 MLLE inh: 8; FAS TE block: 2; MT1-MMP act inh: 20; Rpn11 inh: inactive; SKN-1 block: 14

Among those listed so far, these have a CF3 group:
Results for Cc1ccccc1NC(=O)/C(C#N)=C/c1ccccc1C(F)(F)F ?
CSN inh: -18; NadD block: 14; Rin1-Abl PPI inh: 0; Neddylation inh: inactive; PABP1 MLLE inh: 6; FAS TE block: 45; MT1-MMP act inh: -3; Rpn11 inh: inactive; SKN-1 block: 12

What do the screens show for `O=C(c1cccc(S(=O)(=O)NCc2ccccc2)c1)N1CCCC(C(F)(F)F)C1` (stereo not given)?
CSN inh: -2; NadD block: 0; Rin1-Abl PPI inh: -4; Neddylation inh: inactive; PABP1 MLLE inh: 12; FAS TE block: 8; MT1-MMP act inh: -4; Rpn11 inh: inactive; SKN-1 block: 22

Further compounds
Results for NC(=S)NN=C1c2cc(Cl)ccc2-c2c1cc(Cl)cc2[N+](=O)[O-] ?
CSN inh: -2; NadD block: 35*; Rin1-Abl PPI inh: 3; Neddylation inh: inactive; PABP1 MLLE inh: 32; FAS TE block: 15; MT1-MMP act inh: 13; Rpn11 inh: inactive; SKN-1 block: 5

Results for CCn1c(-c2cc3ccccc3cc2O)n[nH]c1=S ?
CSN inh: -2; NadD block: 5; Rin1-Abl PPI inh: -4; PABP1 MLLE inh: -2; FAS TE block: -4; MT1-MMP act inh: 6; Rpn11 inh: inactive; SKN-1 block: -12

Results for Cc1ccc(OC2CCN(C(=O)C3CCC(=O)N(C4CC4)C3)CC2)cc1 (stereo not given) ?
CSN inh: 2; NadD block: -7; Rin1-Abl PPI inh: 1; Neddylation inh: inactive; PABP1 MLLE inh: 0; FAS TE block: -5; MT1-MMP act inh: 4; Rpn11 inh: inactive; SKN-1 block: 12

What do the screens show for `CC(C)(C)C(=O)NC(Nc1cccc2cccnc12)C(Cl)(Cl)Cl` (stereo not given)?
CSN inh: 1; NadD block: -2; Rin1-Abl PPI inh: -4; Neddylation inh: inactive; PABP1 MLLE inh: -11; FAS TE block: 6; MT1-MMP act inh: -15; Rpn11 inh: inactive; SKN-1 block: 0

Results for CCOC(=O)C1C(=O)NC(N2CCN(c3ccccc3)CC2)=NC1c1ccccc1 (stereo not given) ?
CSN inh: 2; NadD block: -2; Rin1-Abl PPI inh: 1; Neddylation inh: inactive; PABP1 MLLE inh: -16; FAS TE block: -8; MT1-MMP act inh: 9; Rpn11 inh: inactive; SKN-1 block: 4

Results for Cc1ccc(C(=O)ON=C2CCN(c3ccc([N+](=O)[O-])cc3)CC2)cc1 ?
CSN inh: 2; NadD block: 2; Rin1-Abl PPI inh: -8; Neddylation inh: inactive; PABP1 MLLE inh: -11; FAS TE block: 18; MT1-MMP act inh: 12; Rpn11 inh: inactive; SKN-1 block: 6

Results for CCCCc1ccc(-c2c(C#N)c(N)nc3c2CCCC3)s1 ?
CSN inh: 2; NadD block: 12; Rin1-Abl PPI inh: -1; Neddylation inh: inactive; PABP1 MLLE inh: -3; FAS TE block: 1; MT1-MMP act inh: -3; Rpn11 inh: inactive; SKN-1 block: 21

How did CC1(C(=O)Nc2cnc3ccccc3c2)CCN1Cc1ccc2c(c1)OCCO2 (stereo not given) do in these assays?
CSN inh: 1; NadD block: 6; Rin1-Abl PPI inh: -4; Neddylation inh: inactive; PABP1 MLLE inh: 4; FAS TE block: 2; MT1-MMP act inh: -1; Rpn11 inh: inactive; SKN-1 block: 10

How did CCC(c1nnc(SC(C)C(=O)NC2CC2)n1-c1ccc(OC)cc1)N(C)C (stereo not given) do in these assays?
CSN inh: -4; NadD block: -3; Rin1-Abl PPI inh: -1; Neddylation inh: inactive; PABP1 MLLE inh: 8; FAS TE block: -10; MT1-MMP act inh: 0; Rpn11 inh: inactive; SKN-1 block: -1

What do the screens show for `Cc1ccc2c(c1)C(=O)C(=O)N2CCCOc1ccccc1`?
CSN inh: 0; NadD block: -2; Rin1-Abl PPI inh: -3; Neddylation inh: inactive; PABP1 MLLE inh: 6; FAS TE block: 6; MT1-MMP act inh: 10; Rpn11 inh: inactive; SKN-1 block: -6

What do the screens show for `O=C(Nc1c(-c2ccccc2)[nH][nH]c1=O)c1ccc2ccccc2c1`?
CSN inh: 0; Neddylation inh: inactive; MT1-MMP act inh: 0; SKN-1 block: 6

What do the screens show for `O=C(NC1CCNCC1)C1CC1`?
CSN inh: 7; NadD block: -5; Rin1-Abl PPI inh: 4; Neddylation inh: inactive; PABP1 MLLE inh: 7; FAS TE block: -8; MT1-MMP act inh: 3; Rpn11 inh: inactive; SKN-1 block: 5

Results for C[C@@]12CCC=C[C@H]1[C@H](c1ccoc1)N(Cc1ccccc1)C2=O ?
CSN inh: 0; NadD block: -4; Rin1-Abl PPI inh: 3; Neddylation inh: inactive; PABP1 MLLE inh: -11; FAS TE block: 1; MT1-MMP act inh: 0; Rpn11 inh: inactive; SKN-1 block: -25

What do the screens show for `CC(C)C(=O)Nc1cccc2nsnc12`?
CSN inh: -1; NadD block: 5; Rin1-Abl PPI inh: -1; Neddylation inh: inactive; PABP1 MLLE inh: -10; FAS TE block: -11; MT1-MMP act inh: -9; Rpn11 inh: inactive; SKN-1 block: 11
